# KCNK3 inh: human KCNK3 channel inhibitors, primary screen, CHO cells, FluxOR thallium flux, B-score. Potassium channel subfamily K member 3 (Homo sapiens), O14649. FluxOR fluorescence; hits give low values. B-score at 10 µM. actives 0.84% (n = 340,000). AID 602410, 2012;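 active = B-score under library mean minus 4 SD, starting fluorescence ratio at most library mean plus 5 SD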;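 also: more negative B-score means stronger inhibition of thallium flux through KCNK3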
# ANO1 activ: TMEM16A chloride channel activators or potentiators, primary screen, cell-based, HTS; actives 0.3% (n = 340,000); B-score at 10 µM; AID 623877, 2012; Anoctamin-1 (Mus musculus), Q8BHY3; HEK293 TMEM16A/YFP-H148Q/I152L, iodide quench fluorescence; hits give low values;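 active = fluorescence-ratio B-score plate-corrected deviation score at least 3 library SD below zero, with starting fluorescence score within 5 deviations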;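 also: channel opened by trigger with iodide after compound preincubation; score built on the fluorescence ratio of max minus min over baseline; more negative score means more quench and so TMEM16A activation or potentiation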
# Target sequence (Q8BHY3 whole entry, looked up): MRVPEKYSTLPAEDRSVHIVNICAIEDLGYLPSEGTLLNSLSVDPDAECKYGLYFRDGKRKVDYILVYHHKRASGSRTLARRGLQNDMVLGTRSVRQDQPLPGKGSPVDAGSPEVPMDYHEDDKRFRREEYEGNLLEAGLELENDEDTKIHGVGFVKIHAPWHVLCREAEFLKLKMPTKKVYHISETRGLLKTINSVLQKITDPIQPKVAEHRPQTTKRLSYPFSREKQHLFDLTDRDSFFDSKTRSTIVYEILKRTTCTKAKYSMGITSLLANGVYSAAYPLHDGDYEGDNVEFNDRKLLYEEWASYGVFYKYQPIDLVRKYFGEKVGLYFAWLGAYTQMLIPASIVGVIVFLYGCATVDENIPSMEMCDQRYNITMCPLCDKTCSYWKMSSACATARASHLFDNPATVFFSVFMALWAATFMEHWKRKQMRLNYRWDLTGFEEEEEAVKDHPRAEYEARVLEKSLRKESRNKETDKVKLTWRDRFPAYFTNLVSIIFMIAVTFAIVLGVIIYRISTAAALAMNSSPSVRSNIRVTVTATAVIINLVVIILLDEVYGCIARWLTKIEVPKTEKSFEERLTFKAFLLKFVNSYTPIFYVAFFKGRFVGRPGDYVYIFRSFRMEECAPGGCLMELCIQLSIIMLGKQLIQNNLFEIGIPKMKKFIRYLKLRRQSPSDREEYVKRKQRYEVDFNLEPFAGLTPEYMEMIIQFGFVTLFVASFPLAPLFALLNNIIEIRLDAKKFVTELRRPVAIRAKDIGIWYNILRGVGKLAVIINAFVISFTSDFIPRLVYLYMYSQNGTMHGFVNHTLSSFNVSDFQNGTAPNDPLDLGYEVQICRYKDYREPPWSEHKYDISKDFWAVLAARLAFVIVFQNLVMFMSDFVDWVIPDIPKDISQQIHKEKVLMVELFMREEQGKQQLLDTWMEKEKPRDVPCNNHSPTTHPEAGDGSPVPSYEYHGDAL
# * hit, by the source's call; i = inactive. An excerpt; the hit share may differ from the screen's.
smiles	KCNK3 inh	ANO1 activ
CCCSc1nc2c([nH]1)c(=O)n(C)c(=S)n2C	i	i
Cc1c(NS(=O)(=O)c2cccc(C(=O)Nc3ccc(SC(F)F)cc3)c2)c(=O)n(-c2ccccc2)n1C	i	i
C[C@@H]1CN([C@@H](C)CO)C(=O)c2cccc(NS(=O)(=O)c3ccc(F)cc3)c2O[C@H]1CN(C)C(=O)NC1CCCCC1	i	i
O=C(COc1ccc(Cl)c(Cl)c1)NC1CCS(=O)(=O)C1 (configuration not stated)	i	i
Cc1cc(C)c(NC(=O)CNC(=O)c2cc(C3CC3)nn2-c2ccccc2)c(C)c1	i	i
O=C1c2cc(Br)ccc2N(Cc2ccc(Br)cc2)S(=O)(=O)C1c1cc(Cl)c(Cl)cc1[N+](=O)[O-] (configuration not stated)	i	i
CCN(CC(=O)NCc1cccs1)C(=O)c1ccc(C)o1	i	i
Cc1cc(C)c(C#N)c(SCC(=O)Nc2cccc(S(=O)(=O)N3CCCC3)c2)n1	i	i
COc1ccc(NC(=O)CNC(=O)c2sc3ccccc3c2Cl)c(OC)c1	i	i
O=C(CCCN1C(=O)NC2(CCCC2)C1=O)Nc1ccc(Cl)c(S(=O)(=O)N2CCOCC2)c1	i	i
Oc1c(Cl)c(Cl)c2ncccc2c1Cl	i	i
CCN(Cc1nc2cc(Cl)ccc2c(=O)[nH]1)C(=O)c1cc(C2CC2)nn1-c1ccccc1	i	i
Nc1ccc(C(=O)N2CCN(S(=O)(=O)c3ccc4c(c3)OCCCO4)CC2)cc1[N+](=O)[O-]	i	i
COc1ccc(NC(=O)c2ccc(S(=O)(=O)N3CCCCC3)cc2)cc1OC	i	i
C=CC[C@H](CC(=O)OC(C)(C)C)C(=O)OC[C@@H]1CCCN1C(=O)[C@@H](CC=C)CC(=O)NCCO	i	i

# Quoted at random: 6 entries already listed.
smiles	KCNK3 inh	ANO1 activ
CCN(CC(=O)NCc1cccs1)C(=O)c1ccc(C)o1	i	i
O=C(COc1ccc(Cl)c(Cl)c1)NC1CCS(=O)(=O)C1 (configuration not stated)	i	i
Oc1c(Cl)c(Cl)c2ncccc2c1Cl	i	i
COc1ccc(NC(=O)CNC(=O)c2sc3ccccc3c2Cl)c(OC)c1	i	i
C[C@@H]1CN([C@@H](C)CO)C(=O)c2cccc(NS(=O)(=O)c3ccc(F)cc3)c2O[C@H]1CN(C)C(=O)NC1CCCCC1	i	i
Cc1cc(C)c(C#N)c(SCC(=O)Nc2cccc(S(=O)(=O)N3CCCC3)c2)n1	i	i

# Carrying on:
smiles	KCNK3 inh	ANO1 activ
COC(=O)c1sccc1NC(=O)/C=C\c1ccc(Cl)cc1Cl	i	i
COc1ccc(S(=O)(=O)Nc2ccc3c(c2)C(=O)N([C@H](C)CO)C[C@H](C)[C@@H](CN(C)S(=O)(=O)c2cccs2)O3)cc1	i	i
Cn1cc(C(=O)C(=O)N2CCCCC2)c2ccccc21	i	i
Cc1ccc(NC(=O)COC(=O)CN2CCCCCC2=O)cc1C	i	i
CC1Cc2ccccc2N1C(=O)COC(=O)c1ccc(Cl)c(S(=O)(=O)N2CCOCC2)c1 (configuration not stated)	i	i
O=C(COc1ccc(Cl)cc1Br)NCC(c1ccco1)N1CCCC1 (configuration not stated)	i	i
CN(C)c1ccc(C(=O)C(O)c2ccccc2Cl)cc1 (configuration not stated)	i	i
Cc1ccc(S(=O)(=O)N2CCOCC2)cc1C(=O)N1CCN(Cc2ccccc2)CC1	i	i
O=C(OCC(=O)c1ccc[nH]1)c1ccc(Cl)c(Cl)c1	i	i
S=c1cn[nH]c2ccccc12	i	i
O=C1C=C(c2ccc(-c3ccccc3)c(F)c2)C[C@@H](c2ccc3c(c2)OCO3)C1	i	i
COc1ccc(C(=O)OCc2ccccc2F)cc1S(=O)(=O)N1CCCC1	i	i
O=C(CNS(=O)(=O)c1ccc2c(c1)OCCCO2)N1CCN(c2ccc(F)cc2)CC1	i	i
O=C(COC(=O)/C=C/c1ccccc1Cl)NC1CCCC1	i	i
CCC(=NOCc1ccccc1)C(=O)NNS(=O)(=O)c1ccc(C)cc1	i	i
CC1CCCCC12NC(=O)N(CC(=O)Nc1ccc(OC(F)F)cc1)C2=O (configuration not stated)	i	i
CCOc1ccccc1C(=O)NC(C(=O)NCCc1ccccn1)C(C)C (configuration not stated)	i	i
CCOC(=O)C1=C(COC(=O)c2ccc(Cl)c(S(=O)(=O)N3CCOCC3)c2)NC(=O)NC1C (configuration not stated)	i	i
Cc1cc(Cc2cc(C)c(O)c(CO)c2)cc(CO)c1O	i	i
O=C(CN1C(=O)NC2(CCCCC2)C1=O)NCCc1ccc(Cl)cc1Cl	i	i
CN(C(=O)CSc1ncnc2ccccc12)C1CCS(=O)(=O)C1 (configuration not stated)	i	i
CC(=O)NS(=O)(=O)c1ccc(NC(=O)c2cccc(OCc3c(C)noc3C)c2)cc1	i	i
O=C(COC(=O)c1ccc(Br)c(S(=O)(=O)N2CCOCC2)c1)NCCc1ccccc1	i	i
COc1ccc(Cl)cc1-c1nc(SCC(=O)NC2CCCC2)n[nH]1	i	i
CCOC(=O)c1c(-c2ccccc2)csc1NC(=O)/C(C#N)=C\c1ccc(O)c(OC)c1	i	i
Cn1c(N)c(C(=O)CSc2nnc(Cc3cccs3)n2C2CC2)c(=O)n(C)c1=O	i	i
O=C(C1CC(=O)N(c2ccc3c(c2)OCCO3)C1)N1CCN(S(=O)(=O)c2cccc(F)c2)CC1 (configuration not stated)	i	i
CC(C)NC(=O)Nc1cccc2c1O[C@H](CN(C)C(=O)NC1CCCCC1)[C@@H](C)CN([C@H](C)CO)C2=O	i	i
CCc1cccc2c(C(=O)CSc3nnc(C4CC4)o3)c[nH]c12	i	i
COc1cccc(NC(=O)CN(C)C(=O)c2ccc3[nH]c4c(c3c2)CC(C)CC4)c1 (configuration not stated)	i	i
O=C1NC[C@@H](c2ccccc2)OC(=O)[C@H](Cc2ccc(F)cc2)CC/C=C/C[C@H]1CC(=O)N(CCO)Cc1ccccc1	i	i
CCC(C)Sc1ccc(-c2nc3cc(C)ccn3c2NC2CCCCC2)cc1 (configuration not stated)	i	i
COc1ccc(CCNC(=O)c2ccc(NC(=O)CC3SC(N4CCCC4)=NC3=O)cc2)cc1OC (configuration not stated)	i	i
Oc1cccc2oc(=S)[nH]c12	i	i
CCOc1ccccc1NC(=O)CC1(CC(=O)N2CCOCC2)CCCC1	i	i
CN(c1ccc(F)cc1)S(=O)(=O)c1ccc(Cl)c(C(=O)OCC(=O)NC2CC2)c1	i	i
COc1ccc(C(CNC(=O)c2ccc(S(=O)(=O)Nc3cccc(C)c3C)cc2)N2CCOCC2)cc1 (configuration not stated)	i	i
COc1cccc(NC(=O)CN(C)C(C)C(=O)N2CCCCC2)c1 (configuration not stated)	i	i
CCN(C(=O)CSc1nnnn1-c1ccc(Cl)cc1)C1CCS(=O)(=O)C1 (configuration not stated)	i	i
CC(O)(c1ccccc1)C(C(c1ccccc1)N1CCOCC1)N1CCOCC1 (configuration not stated)	i	i
Cc1cc2oc(=O)cc(-c3ccccc3)c2c(C)c1-c1ccc(CO)cc1	i	i
CCOc1ccccc1OCC(=O)Nc1ccc(N2CCOCC2)cc1N1CCOCC1	i	i
O=S(=O)(NC1C2CC3CC(C2)CC1C3)c1ccccc1 (configuration not stated)	i	i
Cc1ccc(NC(=O)CCN2C(=O)NC3(CCCC3)C2=O)c(C)c1	i	i
Cc1cccc(OCc2nnc(SC(C)C(=O)Nc3ccc(N4CCOCC4)cc3)o2)c1 (configuration not stated)	i	i
CC(NC(=O)CNC(=O)c1ccccc1Br)c1cccs1 (configuration not stated)	i	i
Cc1cc(NC(=O)CSCC(=O)OCC(=O)c2cccc(Br)c2)no1	i	i
CCn1c(=O)c(C(=O)Nc2cccnc2)c(O)c2ccccc21	i	i
COc1ccc(C(C)(C)C)cc1NC(=O)CCc1c(C)noc1C	i	i
COc1ccc(C2/C=C\CN(C(=O)OCC3c4ccccc4-c4ccccc43)CC(=O)N2Cc2cccc(F)c2)cc1 (configuration not stated)	i	i
Cc1ccc2c(c1)C(=O)C(=O)N2Cc1ccc(Cl)cc1	i	i
N#CCN=C(c1ccccc1)c1ccccc1	i	i
COCCN(C(=O)c1ccc(N2CCCC2=O)cc1)c1c(N)n(Cc2ccccc2)c(=O)[nH]c1=O	i	i
Fc1ccc2cnc(CCO[C@H]3CCCCO3)cc2c1	i	i
CCOC(=O)C1=C(c2ccccc2)c2ccccc2OC1C(=O)OCC (configuration not stated)	i	i
CC(=O)c1ccc(OCCCC(=O)OCC(=O)N2CCN(S(=O)(=O)c3ccc(C)cc3C)CC2)cc1	i	i
O=C(O)[C@H]1CC=C[C@H]2CCN(Cc3ccc(Cl)c(Cl)c3)C(=O)[C@@H]12	i	i
c1ccc2cc(N3CCCCC3)ccc2c1	i	i
COC(=O)c1cc(NC(=O)COC(=O)CCc2nc3ccccc3c(=O)[nH]2)cc(C(=O)OC)c1	i	i
Cc1ccc(NC(=O)CNc2cccc(Br)c2)cc1S(=O)(=O)N1CCOCC1	i	i

# The listing continues:
smiles	KCNK3 inh	ANO1 activ
Cc1ccccc1Nc1nc(N)nc(COC(=O)c2c(C)noc2C)n1	i	i
O=[N+]([O-])c1cccc(C=NNc2ccccc2)c1	i	i
NC(N)=NC(N)=Nc1ccccc1	i	i
Cc1ccc(S(=O)(=O)Nc2ncnc3sc(C)c(C)c23)cc1	i	i
O=C(NCCCN1CCOCC1)c1cc(S(=O)(=O)N2CCOCC2)ccc1Cl	i	i
CCCCn1nc(C(=O)Nc2ccc(-n3cnnn3)cc2)c2ccccc2c1=O	i	i
CCNC1CCC(Nc2ccnc3cc(Cl)ccc23)CC1 (configuration not stated)	i	i
OCC1=C[C@@H](O)C2C=CO[C@@H](O[C@@H]3O[C@H](CO)[C@@H](O)[C@H](O)[C@H]3O)C12 (some centres not stated)	i	i
CCOC(=O)c1ccccc1NC(=O)Cn1cnc2c(cnn2-c2ccc(F)cc2)c1=O	i	i
O=C(O)c1ccc(NN=CC2=C(N3CCOCC3)/C(=C/c3ccccc3)CC2)cc1	-9.1*	i
Cc1ccc(S(=O)(=O)NCc2ccccc2)cc1C(=O)N1CCN(c2ccccc2)CC1	i	i
CCC(=O)NC(c1ccco1)c1cc(Cl)c2ccccc2c1O (configuration not stated)	i	i
COc1ccc(S(=O)(=O)N2CCCCC2)cc1NC(=O)c1ccc(N2CCCC2=O)cc1	i	i
Cc1ccc(S(=O)(=O)N2CCCCC2)cc1NC(=O)Cn1cnc2c1c(=O)n(C)c(=O)n2C	i	i
O=C(COC(=O)CNC(=O)c1ccccc1F)Nc1ccc(Cl)cn1	i	i

# The final two entries of the part above lead into the next.
smiles	KCNK3 inh	ANO1 activ
Cc1ccc(S(=O)(=O)N2CCCCC2)cc1NC(=O)Cn1cnc2c1c(=O)n(C)c(=O)n2C	i	i
O=C(COC(=O)CNC(=O)c1ccccc1F)Nc1ccc(Cl)cn1	i	i
O=C1CC2(CCCCC2)CC(=O)N1CCc1ccccc1	i	i
COC(=O)C1CCN(C(=O)c2ccc(Cl)c(S(=O)(=O)NCc3ccco3)c2)CC1	i	i
O=C(NCC1CCCCC1)NCC1CCCCC1	i	i
O=C(C1=COCCO1)N(Cc1nnc(-c2ccccc2Cl)o1)C1CC1	i	i
CCCCn1c(N)c(N(CCC(C)C)C(=O)COC(=O)c2ccc([N+](=O)[O-])s2)c(=O)[nH]c1=O	i	i
CN(CC(=O)Nc1ccc(F)cc1)C(=O)c1ccc2ccccc2n1	i	i
CCn1c(SCC(=O)N2CCCC2=O)nnc1-c1cccs1	i	i
CCOc1ccccc1Nc1nnc(SCC(=O)N(C)C2CCS(=O)(=O)C2)s1 (configuration not stated)	i	i
COc1cc2ccccc2cc1C(=O)OCc1nc2ccsc2c(=O)[nH]1	i	i
Cc1ccc(F)cc1NC(=O)CSCc1c(C)noc1C	i	i
O=C(CNc1cc(S(=O)(=O)N2CCOCC2)ccc1N1CCCC1)Nc1ccc(Cl)cc1	i	i
NC(=O)c1ccc(-c2c(-c3ccccc3)sc3ccccc23)cc1	i	i
C[C@@]12C(=O)N(CCc3c[nH]c4ccccc34)CC(=O)N1[C@H]1c3ccccc3OC[C@@H]1[C@@H]2c1ccccc1	i	i
O=c1[nH]c(=O)c2[nH]c(=S)[nH]c2[nH]1	i	i
COc1ccccc1NS(=O)(=O)c1ccc(C)c(C(=O)N2CCN(c3ccc(O)cc3)CC2)c1	i	i
CC1CC(C)CN(S(=O)(=O)c2ccc(NC(=O)CCN3C(=O)C4CC=CCC4C3=O)cc2)C1 (configuration not stated)	i	i
CCc1ccc(C(=O)N2CCN(S(=O)(=O)c3sc(C(=O)O)c(C)c3C(=O)O)CC2)cc1	i	i
CCN(C(=O)CSc1nc2ccc([N+](=O)[O-])cc2s1)c1c(N)n(Cc2ccccc2)c(=O)[nH]c1=O	i	i
N#CC1(Nc2ccc(S(N)(=O)=O)cc2)CCCC1	i	i
CN(CC(=O)NCc1ccco1)CC(=O)Nc1cc(S(C)(=O)=O)ccc1Cl	i	i
O=C(CCC(=O)N1CCOCC1)NCCc1ccc(F)cc1	i	i
CC(=O)Nc1ccc(S(=O)(=O)NCCC(=O)NNC(=O)c2ccccc2O)cc1	i	i
CCCN1CCN(CC(=O)NCC(=O)Nc2cccc(C)c2C)CC1	i	i

# Source: PubChem (Johns Hopkins Ion Channel Center)
